High-throughput results: PubChem BioAssay, several laboratories
TNAP inh no acc – human TNAP enzyme inhibitors, primary screen, biochemical, luminescent, no phosphate acceptor, uHTS. inhibition, % at 20 µM. Alkaline phosphatase, tissue-nonspecific isozyme (Homo sapiens), P05186. purified TNAP, CDP-star luminescence, 30 min. hit rate 0.26% among 200,000;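 active = tissue-nonspecific alkaline phosphatase inhibition above about 50% at 20 µM in the single-dose screen, limit read from the data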;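 note: 0% = DMSO negative control and 100% = EDTA positive control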
Target sequence (P05186 whole entry, looked up): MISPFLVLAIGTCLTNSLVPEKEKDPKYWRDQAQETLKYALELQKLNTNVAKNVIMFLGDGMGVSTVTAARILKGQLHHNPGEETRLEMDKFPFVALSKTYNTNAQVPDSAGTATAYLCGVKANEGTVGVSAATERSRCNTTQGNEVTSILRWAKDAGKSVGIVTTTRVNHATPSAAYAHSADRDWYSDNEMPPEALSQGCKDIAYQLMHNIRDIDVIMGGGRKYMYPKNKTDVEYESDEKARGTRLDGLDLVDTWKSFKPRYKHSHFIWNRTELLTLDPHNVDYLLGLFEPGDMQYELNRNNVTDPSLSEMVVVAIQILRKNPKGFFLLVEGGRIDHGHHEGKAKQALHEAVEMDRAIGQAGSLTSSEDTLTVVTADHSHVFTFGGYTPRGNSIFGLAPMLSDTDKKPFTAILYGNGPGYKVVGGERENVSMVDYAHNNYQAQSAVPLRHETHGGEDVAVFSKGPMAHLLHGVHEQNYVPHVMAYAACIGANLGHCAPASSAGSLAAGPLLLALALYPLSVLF
TNAP inh hiacc – human TNAP enzyme inhibitors, primary screen, biochemical, luminescent, high phosphate acceptor level, uHTS; Alkaline phosphatase, tissue-nonspecific isozyme (Homo sapiens), P05186; purified TNAP, CDP-star luminescence, 1 M DEA; inhibition, % at 20 µM; hit rate 0.03% among 200,000;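 active = over 50% inhibition of tissue-nonspecific alkaline phosphatase at 20 µM in the single-dose screen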;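 note: plate controls were DMSO wells for no effect and EDTA-quenched wells as full inhibition for full effect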
L major viab – Leishmania major promastigote growth inhibition, primary screen | AID 1063, 2008 | inhibition, % at 10 µM | Leishmania major promastigotes, resazurin fluorescence viability | hit rate 9% among 200,000; in the data active = inhibition above about 50%;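 note: promastigotes grown with compound for 44 hours at 28 °C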
PMI activator – activators of human PMI, primary screen, biochemical, fluorescence intensity, near-Km mannose 6-phosphate | hit rate 0.005% among 190,000 | purified human PMI, coupled resazurin fluorescence, 20 min; active compounds read high; 1 = vehicle control, 0 substrate-free wells | AID 1214, 2008 | activation factor at 20 µM | Mannose-6-phosphate isomerase (Homo sapiens), P34949;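 active = activation factor of 2 or more at 20 µM, relative to plate controls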
Target sequence (P34949 whole entry, looked up): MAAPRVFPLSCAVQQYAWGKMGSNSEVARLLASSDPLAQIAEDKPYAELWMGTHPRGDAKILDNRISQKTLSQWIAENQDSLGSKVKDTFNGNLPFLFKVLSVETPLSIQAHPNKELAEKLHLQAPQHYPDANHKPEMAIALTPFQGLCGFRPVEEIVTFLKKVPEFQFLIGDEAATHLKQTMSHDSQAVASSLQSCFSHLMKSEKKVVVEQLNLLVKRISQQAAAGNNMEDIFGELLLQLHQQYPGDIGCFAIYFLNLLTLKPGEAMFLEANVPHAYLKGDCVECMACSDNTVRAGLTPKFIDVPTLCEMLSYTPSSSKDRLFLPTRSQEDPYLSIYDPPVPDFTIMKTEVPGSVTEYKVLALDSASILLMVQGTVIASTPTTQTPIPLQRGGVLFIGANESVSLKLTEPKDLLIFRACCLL
Diaphorase act – compounds boosting diaphorase resazurin reduction – biochemical, uHTS, resorufin fluorescence, counter-screen for diaphorase-coupled primary assays, primary screen; AID 1229, 2008; activation factor at 20 µM; Diaphorase/resazurin coupled assay, 16 min; active compounds read high; 1 = vehicle wells, 0 = NADH-free wells; hit rate 0.005% among 190,000;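 active = diaphorase activity raised at least twofold by the compound at 20 µM; inactive = activation factor below 2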
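Measured by – red resorufin fluorescence at 544/590 nm excitation/emission · Test system – Clostridium kluyveri diaphorase, purified enzyme · Incubation – reaction time 16 min, room temperature · Buffer or medium – 50 mM HEPES pH 7.4 with 4.542 mM MgCl2, 0.005% Tween 20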
TNAP act hi DEA – TNAP activators at high phosphate acceptor level, primary screen, biochemical, luminescence, uHTS | activation factor at 20 µM | purified TNAP, CDP-star luminescence, 1 M DEA, 30 min; active compounds read high; 0 = EDTA background, 1 = DMSO-only activity | 200,000 tested, under 10 active | Alkaline phosphatase, tissue-nonspecific isozyme (Homo sapiens), P05186;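 active = activation factor at least 2 at 20 µM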
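Measured by: Luminescent substrate turnover signal | Test system: Human TNAP | Input: TNAP 1/800 final | Dosing: 20 µM single point | Schedule: 30 min, room temperature | Controls: EDTA wells as negative control, DMSO wells as positive control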
Diaph inh CS – diaphorase inhibitors and chemical oxidizers, primary screen, counter-screen for diaphorase-coupled primary assays, biochemical, uHTS, resorufin fluorescence; hit rate 0.69% among 190,000; inhibition, % at 20 µM; diaphorase resazurin-to-resorufin fluorescence, NADH, 16 min; bacterial (C. kluyveri) enzyme, not human; AID 1217, 2008;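 active = primary screen inhibition at 20 µM above a set limit, cut at about 50% in these data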;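 note: plate controls were DMSO with full reaction for no effect and wells lacking NADH for full effect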
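Assay system: diaphorase enzyme from Clostridium kluyveri; Input: enzyme working solution with 0.14 U/mL diaphorase; Timing: 16 min at room temperature; Technique: resorufin fluorescence, excitation 544 nm, emission 590 nm; Benchmarks: positive control minus NADH, DMSO neutral control.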
PMI act hi M6P – human PMI activators, high substrate, primary screen, biochemical, fluorescence intensity, near-saturating mannose 6-phosphate. Mannose-6-phosphate isomerase (Homo sapiens), P34949. hit rate 0.34% among 190,000. AID 1216, 2008. activation factor at 20 µM. coupled PMI enzyme assay, resazurin fluorescence, 20 min; active compounds read high; 1 = untreated enzyme, 0 = substrate-free blank;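 active = activation factor of 2 or more at 20 µM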
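Test system: human phosphomannose isomerase with PGI, G6PDH, diaphorase coupling enzymes; amount: 15 ng/mL PMI; incubation: enzyme reaction with compound 20 min at room temperature; technique: resorufin fluorescence (Ex 544/Em 590 nm) from resazurin via diaphorase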
bIAP activator – bovine intestinal alkaline phosphatase activators, primary screen, biochemical, bovine IAP, CDP-star luminescence | purified bovine IAP, 30 min; active compounds read high; fold of DMSO-control signal, blank-subtracted | activation factor at 20 µM | hit rate 0.17% among 200,000;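 active = activation factor of 2 or more at 20 µM, a signal rise over negative controls twice the positive control's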
bIAP inhibitor – bovine intestinal alkaline phosphatase inhibitors, primary screen, selectivity assay for TNAP inhibitor project, biochemical, bovine IAP, CDP-star luminescence. purified bovine IAP, 30 min. inhibition, % at 20 µM. 190,000 tested, under 10 active. AID 1019, 2008;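 active = over 50% inhibition of intestinal alkaline phosphatase at 20 µM in the single-dose screen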
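System: Purified bovine intestinal alkaline phosphatase (IAP) enzyme | Input: IAP diluted 1/65,000,000 in the well | Also added: CDP-star chemiluminescent phosphatase substrate, 30 µM final | Dosing: 20 µM single dose | Times: Enzyme reaction for 30 min at room temperature | Detection: Luminescence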
* = called active by the depositor; x = not tested or not shown.

SMILES	TNAP inh no acc	TNAP inh hiacc	L major viab	PMI activator	Diaphorase act	TNAP act hi DEA	Diaph inh CS	PMI act hi M6P	bIAP activator	bIAP inhibitor
CCOc1ccccc1N1CCN(Cc2c(C)n(C)n(-c3ccccc3)c2=O)CC1	4	-4	-9	1.1	0.9	1	6	1.1	1.2	-18
O=C(CCN1C(=O)c2ccccc2C1=O)N1CCOCC1	-10	0	-1	1	0.8	1	15	1	0.9	8
CCN(CC)S(=O)(=O)c1cc(NC(=O)CCCOc2ccc(C(C)=O)cc2)ccc1C	-4	-3	8	0.9	0.8	1	17	1	0.7	28
CCCOc1ccc2c(=O)c(N3C(=O)c4ccccc4C3=O)c(C)oc2c1	5	1	-7	1	0.9	1	13	1.1	1	3
O=C(/C=C/c1ccc(Cl)cc1Cl)N(Cc1ccc(Cl)cc1)C1CCS(=O)(=O)C1 (centres undefined)	-4	-4	88*	0.9	0.9	1	12	0.9	0.9	9
CC(C)OC(=O)/C(=C\c1cccc2ccccc12)NC(=O)c1ccccc1	-18	-3	91*	0.9	0.9	1	12	1	0.9	8
COc1cc(NC(=O)C2CCN(S(=O)(=O)c3cccnc3)CC2)cc(OC)c1OC	-9	0	3	0.8	0.8	1	21	0.9	1	4
S=C1NC2(CCCC2)N=C1c1ccccc1	-4	-3	3	1.1	0.9	1	14	1.1	0.8	15
COC(=O)C1C2C=CC3(CN(c4cccc(Cl)c4)C(=O)C13)O2 (centres undefined)	-8	-3	-8	1	0.9	1	10	1	1	3
CCN(C(=O)Nc1ccccc1OC)c1c(N)n(Cc2ccccc2)c(=O)[nH]c1=O	-12	7	-4	1	0.9	0.9	5	1	1	3
O=C(Oc1ccc2c(c1)CCC2)N1CCOCC1	-9	-3	-3	0.9	0.9	1	5	0.9	2.4*	-140
CCCCNC(=S)Nc1cccc2cnccc12	-11	1	0	0.9	0.7	1	26	1	1	3
CC(=O)c1c(-c2ccc(C)cc2)nc2c3ccccc3ccn12	-13	-7	59*	0.9	0.8	1.1	18	0.9	0.8	16
O=C(NC(Cc1ccccc1)C(=O)O)/C(=C/c1ccccc1)NC(=O)c1ccccc1 (centres undefined)	-23	-1	-1	0.9	0.9	1	10	1	0.9	5
Cc1ccc(NC(=O)CNS(=O)(=O)c2ccc(F)cc2)cc1C	-7	-1	-4	1	1	1	1	1.1	1.1	-13
C=C(C)c1cccc(C(C)(C)NC(=O)Nc2ncccn2)c1	-12	-5	33	0.8	0.8	1.1	22	0.9	0.9	11
CCCCN1CC2=C(C1=O)C(c1ccc(O)cc1)NC(=O)N2C (centres undefined)	-7	0	-1	1.1	1	1	-4	1.1	1	-2
Cn1nc(C(F)(F)F)c2cc(C(=O)Nc3ccc(Cl)cc3)sc21	0	6	8	0.9	0.8	0.9	21	0.9	0.9	8
CCNC(=O)C12CCC(C)(c3nc4cc(C)c(C)cc4nc31)C2(C)C (centres undefined)	-11	-6	6	1.1	1	1.1	3	1	1	-5
O=C(NC(=S)Nc1ccccc1)c1csnn1	0	-5	-2	1.1	0.9	1.1	9	1.1	1	5
Cc1cc(NCc2ccccn2)n2c(nc3ccccc32)c1C#N	-12	0	16	x	x	1	x	x	1.1	-12
COc1ccc(-n2nc(C)cc2N)cc1	-9	-6	-6	1	1	1.1	4	1.1	1	-2
Cc1ccc(Cc2c(C)nc3nc(SCC(=O)NCc4ccco4)nn3c2C)cc1	-11	-5	1	1	0.8	1	21	1	1	0
Nc1nc(SCC(=O)NCc2ccccc2)[nH]c(=O)c1NC(=O)c1ccccc1F	-6	-3	-10	0.8	0.9	1	7	0.9	1	-1
CCn1cc(C(=O)N2CCN(c3ccccc3OC)CC2)c2cc(OC)c(OC)cc2c1=O	-9	-5	-7	1	0.9	1	8	1	1.1	-5
CN(C)c1nc(C(=O)Nc2ccccc2)nc(N(C)C)n1	-10	-6	-4	0.9	0.9	1.1	11	0.9	1	3
N#Cc1c(Cn2cncn2)nc(=O)n(-c2ccc(Cl)cc2)c1N	-7	-2	8	0.9	1	1	2	0.7	1	5
CCOC(=O)C1=C(O)C(=O)N(CCCn2ccnc2)C1c1ccc(OC)cc1 (centres undefined)	3	-2	-9	1	1.1	1	-9	0.8	1.1	-11
C=CCSc1nc(C)c(Cc2cccc3ccccc23)c(=O)[nH]1	0	0	6	0.9	1	1	0	0.9	1.1	-9
c1ccc2c(c1)nc(N1CCOCC1)c1c3ccccc3[nH]c21	-8	0	53*	1.2	0.9	1	7	1.1	0.8	15
CCCCCOC(=O)C1=C(C)N(C)C(=O)NC1c1cc(Br)c(O)c(OC)c1 (centres undefined)	-8	-2	-1	0.8	0.8	1	18	0.9	0.9	8
Cc1ccccc1Cn1c(O)c(N=NC(=S)Nc2ccccc2F)c2ccccc21	17	15	76*	0.9	1	0.8	2	1	0.8	24
CC(C)(C)NC(=O)C(c1ccco1)N(Cc1ccc(F)cc1)C(=O)c1snc(C(N)=O)c1N (centres undefined)	3	-6	18	0.9	0.8	1.1	24	0.9	1.1	-14
O=C(NC1CCCCCCC1)C1CCCN(S(=O)(=O)c2cnc[nH]2)C1 (centres undefined)	-8	-6	-8	1.1	0.9	1.1	10	1.1	1	5
CCN1C(=O)/C(=C/C=C2\C=CN(CC)c3ccccc32)SC1=S	33	33	-1	0.6	0.8	0.7	24	0.4	0.9	14
Nc1nc(-c2cccnc2)nn1C(=O)COc1ccccc1	18	-7	-2	1	0.9	1.1	8	1.1	0.9	15
O/N=C\c1ccccc1Oc1ccc(F)cc1	-4	-4	-6	1	0.9	1	14	1	0.9	6
COc1ccc(NCC(O)Cn2cnc3c2c(=O)n(C)c(=O)n3C)cc1 (centres undefined)	-4	3	-4	1	1	1	3	0.6	1	2
O=C(Nc1ccccc1F)NC1CCN(Cc2nnnn2Cc2ccc(F)cc2)CC1	-18	-5	4	1	0.9	1	5	1.1	1.1	-10
c1ccc(-c2nn3c(C4CCCCC4)nnc3s2)cc1	-8	-4	0	1	0.9	1	11	1	0.9	12
Cc1ccc(S(=O)(=O)C2CS(=O)(=O)CC2O)cc1 (centres undefined)	-16	-4	-5	1.1	1.1	1	-9	1.1	0.9	8
CCN1C(=O)/C(=C2\Sc3ccccc3N2CC)OC1=S	-14	-1	-5	0.9	0.9	1	13	1	0.9	6
O=C(CSC1=NCCS1)Nc1cccc2ccccc12	9	-1	-3	1	0.9	1	14	1	0.8	17
COc1ccccc1NC(=O)c1ccc(NC(=O)COC(=O)CC(NC(=O)c2ccccc2Cl)c2ccccc2)cc1 (centres undefined)	-8	-5	-3	0.9	0.8	1	16	1	1	4
CCc1ccc(OCC(=O)NC(NC(=S)Nc2ccccc2C)C(Cl)(Cl)Cl)cc1 (centres undefined)	-16	-8	36	0.9	1.1	1.1	-6	1.1	1.1	-9
Cc1ccc(CC(CC(=O)O)C(=O)NC2CCCCC2)cc1 (centres undefined)	2	-3	-4	1	0.9	1	8	0.9	0.9	10
CCCn1c(SCC(=O)NC2CCCC(C)C2C)n[nH]c1=O (centres undefined)	-10	-5	-7	1	1	1	-1	1	1	3
O=[N+]([O-])c1ccc2nc(CN3CCCCC3)[nH]c2c1	-13	-1	-3	0.9	0.9	1	14	0.8	1.1	-5

Shown in CSV form: part of the list above.
structure,TNAP inh no acc,TNAP inh hiacc,L major viab,PMI activator,Diaphorase act,TNAP act hi DEA,Diaph inh CS,PMI act hi M6P,bIAP activator,bIAP inhibitor
COc1ccccc1NC(=O)c1ccc(NC(=O)COC(=O)CC(NC(=O)c2ccccc2Cl)c2ccccc2)cc1 (centres undefined),-8,-5,-3,0.9,0.8,1,16,1,1,4
O=[N+]([O-])c1ccc2nc(CN3CCCCC3)[nH]c2c1,-13,-1,-3,0.9,0.9,1,14,0.8,1.1,-5
c1ccc(-c2nn3c(C4CCCCC4)nnc3s2)cc1,-8,-4,0,1,0.9,1,11,1,0.9,12
Cc1ccc(S(=O)(=O)C2CS(=O)(=O)CC2O)cc1 (centres undefined),-16,-4,-5,1.1,1.1,1,-9,1.1,0.9,8
COc1ccc(NCC(O)Cn2cnc3c2c(=O)n(C)c(=O)n3C)cc1 (centres undefined),-4,3,-4,1,1,1,3,0.6,1,2

Remaining list, next part.
SMILES	TNAP inh no acc	TNAP inh hiacc	L major viab	PMI activator	Diaphorase act	TNAP act hi DEA	Diaph inh CS	PMI act hi M6P	bIAP activator	bIAP inhibitor
OC1(c2ccc(F)cc2)CCN(Cc2ccccc2)C1 (centres undefined)	11	-1	88*	1.1	1	1	5	1.1	0.7	27
O=C(c1cc(N2C(=O)C3C4CCC(C4)C3C2=O)ccc1Cl)N1CCN(c2ccccc2F)CC1 (centres undefined)	-3	5	75*	0.9	0.9	0.9	10	1	1	1
CCOC(=O)c1c(C)c(C(=O)N2CCN(C(=O)c3ccco3)CC2)c(C)n1C	-11	-4	-1	0.9	1	1	3	0.9	1	0
Cc1ccc(NC(=O)Cn2cccc2C2=NC(c3ccccc3)CO2)c(C)c1 (centres undefined)	-8	-3	77*	0.9	0.9	1	14	0.9	0.8	16
CCCC1=[N+](CC(=O)c2ccc(C)cc2)CCn2cccc21	-6	2	13	1.5	0.9	1	6	1.6	0.7	31
CSc1ccccc1C(=O)NC1CC2CCC1C2 (centres undefined)	-8	-1	-4	0.9	0.9	1	11	0.9	1	4
CCOc1ccc2nc(N3CCC(C(=O)N4CCN(C(=O)c5ccco5)CC4)CC3)sc2c1	-12	-2	3	0.9	0.8	1	17	0.9	0.9	5
COC(CN(C(=O)CCl)C(C(=O)NC1CCCCC1)c1ccc(Cl)cc1)OC (centres undefined)	-6	-3	81*	1.1	1	1	0	1.2	0.9	6
